CHO parental Ca: signal in parental CHO cells, OX1R antagonist counter-screen; inhibition, % at 5.6 µM; AID 463079; parental CHO-K1, ATP-induced calcium, Fluo-8 fluorescence; actives 0.63% (n = 330,000);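 active means inhibition above that plate's mean sample inhibition plus 3 SD, cut at about 26% in these data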;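 further: 0% = ATP-challenged DMSO wells and 100% = DMSO wells without ATP; some compounds past the cut are filed as inactive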
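Assay system: parental CHO cells; Read-out basis: percent inhibition of ATP-evoked calcium rise, normalized to controls; Benchmarks: ATP and no-ATP DMSO wells; Compound dosing: single nominal dose of 5.6 µM per compound; Signal: Fluo-8 calcium dye fluorescence; Also added: ATP as calcium-mobilizing challenge; Repeats: singlicate.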
CHO-K1 Ca ag: counter-screen for M1 agonists: effect in parental CHO-K1 cells. Fluo-8 calcium fluorescence; scaled to maximal ATP response, vehicle zero. activation, % at 3 µM. actives 0.48% (n = 360,000); in the data active means activation above about 15%;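 further: untransfected CHO-K1 host cells lacking M1 receptor as counterscreen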
OXTR potentiator: potentiates the human oxytocin receptor response; P30559; activation, % at 3 µM; CHO-OTR cells, Fluo-8 calcium fluorescence, potentiator mode; 0% = oxytocin EC15, 100% = EC100; actives 0.061% (n = 320,000); AID 2445;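 active means activation above that plate's cutoff, the mean activation of tested compounds plus 3 SD, cut at about 6.6% in these data, passing the limit was not always enough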;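 further: 100% uses oxytocin at 75 nM as the full agonist control; some results filed as inactive read as strong as hits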
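Material: human OTR in CHO cells. Compound: 3.0 µM, one dose. Timing: compound 6 min at room temperature before oxytocin, 100 s read. Evaluation: % activation of max/min ratio relative to oxytocin controls. Replication: single well per compound, singlicate. Signal: Fluo-8 calcium dye fluorescence.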
CHRM1 antagonist: human CHRM1 antagonism. inhibition, % at 3 µM. CHO-K1 hM1, Fluo-8 calcium fluorescence, ACh EC80 antagonist. AID 588852. actives 1.3% (n = 360,000);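 active means percent inhibition above its own plate's cutoff, namely the mean of that plate's compound wells plus 3 SD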;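 further: peak over basal fluorescence ratio during 140 s after agonist addition; 0% = ACh EC80 plus DMSO and 100% = DMSO alone without agonist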
Target sequence (P11229 whole entry, looked up): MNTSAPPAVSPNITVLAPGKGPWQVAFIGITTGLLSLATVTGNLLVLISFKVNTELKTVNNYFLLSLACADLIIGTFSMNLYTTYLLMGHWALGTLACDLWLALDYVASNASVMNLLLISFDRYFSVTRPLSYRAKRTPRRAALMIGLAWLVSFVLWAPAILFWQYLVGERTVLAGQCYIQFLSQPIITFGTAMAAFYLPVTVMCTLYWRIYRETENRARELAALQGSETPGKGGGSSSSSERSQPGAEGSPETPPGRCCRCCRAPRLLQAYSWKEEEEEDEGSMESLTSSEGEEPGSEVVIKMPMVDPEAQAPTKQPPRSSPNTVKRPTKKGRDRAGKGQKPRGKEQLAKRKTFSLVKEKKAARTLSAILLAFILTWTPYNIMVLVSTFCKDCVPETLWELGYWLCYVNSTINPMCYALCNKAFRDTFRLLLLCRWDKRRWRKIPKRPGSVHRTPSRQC
CHO-K1 Ca antag: M1 antagonist counterscreen hit in parental CHO-K1 cells; actives 0.6% (n = 360,000); inhibition, % at 3 µM; ATP-induced calcium, Fluo-8 fluorescence;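 active means inhibition above a per-plate cutoff, the plate's mean sample inhibition plus 3 SD, cut at about 24% in these data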;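 further: 0% = DMSO plus EC80 ATP and 100% = DMSO alone without ATP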
TAAR1 ag: agonists of human TAAR1; CHO RD-HGA16 TAAR1, Fluo-8 calcium fluorescence; vehicle wells 0%, saturating PEA agonist 100%; activation, % at 3 µM; actives 0.99% (n = 360,000); Q96RJ0; AID 624467;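 active means activation above the mean activation of all test compounds in the run plus 3 SD, cut at about 38% in these data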
Target sequence (Q96RJ0 whole entry, looked up): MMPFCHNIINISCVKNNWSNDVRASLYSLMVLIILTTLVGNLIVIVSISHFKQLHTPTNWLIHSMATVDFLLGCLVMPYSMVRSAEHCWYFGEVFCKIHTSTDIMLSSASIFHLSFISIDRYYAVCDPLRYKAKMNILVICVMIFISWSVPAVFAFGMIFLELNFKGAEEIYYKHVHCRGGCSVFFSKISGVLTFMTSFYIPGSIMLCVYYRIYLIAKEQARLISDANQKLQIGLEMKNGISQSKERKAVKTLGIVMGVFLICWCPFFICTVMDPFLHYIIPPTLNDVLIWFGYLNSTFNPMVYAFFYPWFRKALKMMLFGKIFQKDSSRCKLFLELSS
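test system = CHO RD-HGA16 cells carrying human TAAR1 plus Gα16 | schedule = 17-24 h seeding, 75 min 37 °C dye, 30 min RT | compound dosing = 3 µM single concentration | control set = DMSO and PEA EC100 | replicates = n 1 | signal = Fluo-8 fluorescence, 5 s baseline then 140 s kinetic read | measure = percent activation vs PEA EC100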
CHRM1 agonist: human M1 muscarinic receptor agonism; P11229; CHO-K1 hM1, Fluo-8 calcium fluorescence, agonist mode; 0% DMSO, 100% acetylcholine EC100; activation, % at 3 µM; actives 0.33% (n = 360,000);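 active means activation above the run's mean compound activation plus 3 SD, cut at about 16% in these data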;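 further: peak over basal fluorescence ratio within a 140 s kinetic read after compound addition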
CHO-K1 Ca PAM: counter-screen for M1 PAMs: effect in parental CHO-K1 cells; ATP EC20, Fluo-8 calcium fluorescence; 0% at ATP EC20, 100% at ATP max; activation, % at 3 µM; actives 0.02% (n = 360,000); AID 602247;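 active means activation above the run cutoff, the mean activation of all test compounds plus 3 SD, cut at about 40% in these data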;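 further: peak over basal fluorescence ratio in a 140 s read after ATP addition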
TAAR1 antagonist: human TAAR1 antagonism; actives 1.5% (n = 360,000); inhibition, % at 3 µM; Q96RJ0; CHO RD-HGA16 TAAR1, Fluo-8 calcium fluorescence, antagonist;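 active means inhibition above a per-plate cutoff, the mean inhibition of test compounds on that plate plus 3 SD, cut at about 49% in these data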;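 further: 0% = DMSO plus EC80 beta-PEA response and 100% = DMSO alone without agonist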
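Test system: hTAAR1-expressing CHO RD-HGA16 cells, Gα16-coupled; Probe or stimulus: EC80 β-phenethylamine stimulus; Compound dosing: single nominal final test compound concentration of 3 µM; Timing: 140 s kinetic read after compound, 140 s after agonist; Signal: Fluo-8 calcium-sensitive fluorescence; Measure: % inhibition of agonist calcium response; Controls: DMSO and EC80 PEA controls.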
Active calls of the source: *.

Results for Cc1cc2c(NC(=O)CCCC(=O)O)cccc2nn1 ?
CHO parental Ca: -19; CHO-K1 Ca ag: -0.1; OXTR potentiator: 2; CHRM1 antagonist: -1; CHO-K1 Ca antag: 0; TAAR1 ag: 2; CHRM1 agonist: -2; CHO-K1 Ca PAM: -9; TAAR1 antagonist: -8

How did CCn1c(SCC(=O)N/N=C/c2ccc(C)o2)nnc1-c1ccc(C(C)(C)C)cc1 do in these assays?
CHO parental Ca: -24; CHO-K1 Ca ag: 1.6; OXTR potentiator: -10; CHRM1 antagonist: 9; CHO-K1 Ca antag: 8; TAAR1 ag: 4; CHRM1 agonist: -7; CHO-K1 Ca PAM: -5; TAAR1 antagonist: 14

What do the screens show for `N#Cc1c(-c2ccc3c(c2)OCO3)ccn2nc(-c3cccc(C(F)(F)F)c3)nc12`?
CHO parental Ca: 10; CHO-K1 Ca ag: 0.3; OXTR potentiator: -3; CHRM1 antagonist: -3; CHO-K1 Ca antag: -6; TAAR1 ag: -1; CHRM1 agonist: -3; CHO-K1 Ca PAM: 7; TAAR1 antagonist: 10

How did O=[N+]([O-])c1ccc(C2CNC(c3ccccc3)O2)cc1 (stereo not given) do in these assays?
CHO parental Ca: -2; CHO-K1 Ca ag: -0.1; OXTR potentiator: 4; CHRM1 antagonist: -11; CHO-K1 Ca antag: -5; TAAR1 ag: 3; CHRM1 agonist: -1; CHO-K1 Ca PAM: 13; TAAR1 antagonist: -8

Results for C/C(=N\NC(=O)C1=NNC(=O)C1C)c1cccs1 (stereo not given) ?
CHO parental Ca: -4; CHO-K1 Ca ag: 6.2; OXTR potentiator: -10; CHRM1 antagonist: 18; CHO-K1 Ca antag: -2; TAAR1 ag: 3; CHRM1 agonist: -7; CHO-K1 Ca PAM: 9; TAAR1 antagonist: -5

Results for CCOC(=O)CCCCC1C(CCCC(=O)OCC)C=NN1C (stereo not given) ?
CHO-K1 Ca ag: -0.2; CHRM1 antagonist: -12; CHO-K1 Ca antag: -8; TAAR1 ag: -1; CHRM1 agonist: -2; CHO-K1 Ca PAM: 16; TAAR1 antagonist: -2

What do the screens show for `C=CCN(C(=O)c1ccc2c(c1)nnn2C)c1ccccc1`?
CHO parental Ca: -7; CHO-K1 Ca ag: 1.1; OXTR potentiator: -11; CHRM1 antagonist: -2; CHO-K1 Ca antag: -12; TAAR1 ag: -1; CHRM1 agonist: -9; CHO-K1 Ca PAM: 15; TAAR1 antagonist: -10

Results for COc1cccc(-c2csc(N3CCN(C(=S)Nc4ccccc4C)CC3)n2)c1 ?
CHO parental Ca: -11; CHO-K1 Ca ag: 1.7; OXTR potentiator: -11; CHRM1 antagonist: 6; CHO-K1 Ca antag: -6; TAAR1 ag: 4; CHRM1 agonist: -4; CHO-K1 Ca PAM: 2; TAAR1 antagonist: 38

Results for CCOc1nc2ccccc2nc1NS(=O)(=O)c1ccc(Cl)cc1 ?
CHO parental Ca: -10; CHO-K1 Ca ag: 0.1; OXTR potentiator: -2; CHRM1 antagonist: -5; CHO-K1 Ca antag: -8; TAAR1 ag: -2; CHRM1 agonist: -5; CHO-K1 Ca PAM: -4; TAAR1 antagonist: -26

Results for FC(F)(F)c1cccc(-c2nc3nc(Cl)c(Cl)nc3[nH]2)c1 ?
CHO parental Ca: 38*; CHO-K1 Ca ag: 18*; OXTR potentiator: -25; CHRM1 antagonist: 33; CHO-K1 Ca antag: 6; CHRM1 agonist: 5; CHO-K1 Ca PAM: -17

What do the screens show for `COc1ccccc1/C=C/C(=O)NCC(=O)N/N=C(/C)c1ccc(Cl)cc1`?
CHO parental Ca: -9; CHO-K1 Ca ag: -0.4; OXTR potentiator: -5; CHRM1 antagonist: 16; CHO-K1 Ca antag: 6; TAAR1 ag: 2; CHRM1 agonist: -1; CHO-K1 Ca PAM: -19; TAAR1 antagonist: 2

Results for COc1cc(NC(=O)CSc2nnc3ccc(-c4cccnc4)nn23)cc(OC)c1 ?
CHO parental Ca: -3; CHO-K1 Ca ag: 0.4; OXTR potentiator: 4; CHRM1 antagonist: -9; CHO-K1 Ca antag: -4; TAAR1 ag: 2; CHRM1 agonist: -4; CHO-K1 Ca PAM: -1; TAAR1 antagonist: -18

Brought forward from above: two compounds, followed by the next part.
What do the screens show for `COc1ccccc1/C=C/C(=O)NCC(=O)N/N=C(/C)c1ccc(Cl)cc1`?
CHO parental Ca: -9; CHO-K1 Ca ag: -0.4; OXTR potentiator: -5; CHRM1 antagonist: 16; CHO-K1 Ca antag: 6; TAAR1 ag: 2; CHRM1 agonist: -1; CHO-K1 Ca PAM: -19; TAAR1 antagonist: 2

Results for COc1cc(NC(=O)CSc2nnc3ccc(-c4cccnc4)nn23)cc(OC)c1 ?
CHO parental Ca: -3; CHO-K1 Ca ag: 0.4; OXTR potentiator: 4; CHRM1 antagonist: -9; CHO-K1 Ca antag: -4; TAAR1 ag: 2; CHRM1 agonist: -4; CHO-K1 Ca PAM: -1; TAAR1 antagonist: -18

What do the screens show for `NC(=O)C1CCN(C(c2ccccc2Cl)c2nnnn2CC2CCCO2)CC1` (stereo not given)?
CHO parental Ca: 10; CHO-K1 Ca ag: 0.2; OXTR potentiator: -9; CHRM1 antagonist: -30; CHO-K1 Ca antag: -3; TAAR1 ag: 1; CHRM1 agonist: 0; CHO-K1 Ca PAM: 13; TAAR1 antagonist: -6

How did O=C(Nc1ccc(C(O)(C(F)(F)F)C(F)(F)F)cc1)c1ccc(Cl)c([N+](=O)[O-])c1 do in these assays?
CHO parental Ca: -4; CHO-K1 Ca ag: 0.7; OXTR potentiator: -17; CHRM1 antagonist: 1; CHO-K1 Ca antag: 14; TAAR1 ag: 6; CHRM1 agonist: -7; CHO-K1 Ca PAM: -8; TAAR1 antagonist: 57*

How did COc1cccc(-n2c(Cc3cc(=O)[nH]c(=O)[nH]3)nnc2SCc2cccc(C(F)(F)F)c2)c1 do in these assays?
CHO parental Ca: -1; CHO-K1 Ca ag: 1.2; OXTR potentiator: -16; CHRM1 antagonist: -3; CHO-K1 Ca antag: -6; TAAR1 ag: 12; CHRM1 agonist: -11; CHO-K1 Ca PAM: 28; TAAR1 antagonist: -16

What do the screens show for `CN(C(=O)c1cc2c(s1)-c1ccccc1S(=O)(=O)C2)c1ccccc1F`?
CHO parental Ca: -26; CHO-K1 Ca ag: 2.5; OXTR potentiator: -20; CHRM1 antagonist: -6; CHO-K1 Ca antag: -3; TAAR1 ag: 3; CHRM1 agonist: -5; CHO-K1 Ca PAM: -11; TAAR1 antagonist: 3

What do the screens show for `Cc1ccc(OCC(=O)NNC(=O)c2cccnc2)cc1C`?
CHO parental Ca: -17; CHO-K1 Ca ag: 0.5; OXTR potentiator: -1; CHRM1 antagonist: -10; CHO-K1 Ca antag: 1; TAAR1 ag: 0; CHRM1 agonist: -5; CHO-K1 Ca PAM: 1; TAAR1 antagonist: 6

How did CC(=NNC(=S)Nc1cccc(Cl)c1)c1ccccn1 do in these assays?
CHO-K1 Ca ag: 1.5; CHRM1 antagonist: -9; CHO-K1 Ca antag: -20; TAAR1 ag: 16; CHRM1 agonist: -3; CHO-K1 Ca PAM: 31; TAAR1 antagonist: -13

How did CC(=O)N/C(=C/c1ccc2c(c1)OCO2)C(=O)O do in these assays?
CHO parental Ca: -1; CHO-K1 Ca ag: 0.1; OXTR potentiator: -3; CHRM1 antagonist: -14; CHO-K1 Ca antag: -17; TAAR1 ag: 1; CHRM1 agonist: -4; CHO-K1 Ca PAM: 28; TAAR1 antagonist: 13

Results for CCCn1c(=O)n(C)c(=O)c2c(SC(C)C(=O)NCC3CCCO3)nc(CC(C)C)nc21 (stereo not given) ?
CHO parental Ca: -31; CHO-K1 Ca ag: 0.1; OXTR potentiator: -3; CHRM1 antagonist: -11; CHO-K1 Ca antag: -2; TAAR1 ag: 0; CHRM1 agonist: -4; CHO-K1 Ca PAM: 4; TAAR1 antagonist: -5

What do the screens show for `COc1cc(F)ccc1-c1csc(C(O)c2ccc(F)cc2)n1` (stereo not given)?
CHO-K1 Ca ag: -0.1; CHRM1 antagonist: -8; CHO-K1 Ca antag: 1; TAAR1 ag: 4; CHRM1 agonist: -4; CHO-K1 Ca PAM: -13; TAAR1 antagonist: -4

What do the screens show for `CCOc1ccc2[nH]c3nc(SCC(=O)NC4CCCC4)nnc3c2c1`?
CHO parental Ca: -1; CHO-K1 Ca ag: 1.9; OXTR potentiator: -4; CHRM1 antagonist: -6; CHO-K1 Ca antag: -8; TAAR1 ag: 0; CHRM1 agonist: -2; CHO-K1 Ca PAM: -6; TAAR1 antagonist: -11

What do the screens show for `O=C(CNc1cccc2ccccc12)N/N=C/c1ccc(C(=O)O)cc1`?
CHO parental Ca: 7; CHO-K1 Ca ag: -0.1; OXTR potentiator: -6; CHRM1 antagonist: 7; CHO-K1 Ca antag: 8; TAAR1 ag: 0; CHRM1 agonist: -5; CHO-K1 Ca PAM: -11; TAAR1 antagonist: -10

What do the screens show for `CCN(C(=O)c1cc2cc3ccc(C)cc3nc2o1)c1ccc(OC)cc1`?
CHO parental Ca: -12; CHO-K1 Ca ag: 0.8; OXTR potentiator: -17; CHRM1 antagonist: 16; CHO-K1 Ca antag: 14; TAAR1 ag: 3; CHRM1 agonist: -4; CHO-K1 Ca PAM: -7; TAAR1 antagonist: 1

Results for Cc1cc(Br)ccc1SCC(=O)N1CCN(S(=O)(=O)c2ccccc2)CC1 ?
CHO parental Ca: -13; CHO-K1 Ca ag: 4.1; OXTR potentiator: -10; CHRM1 antagonist: 5; CHO-K1 Ca antag: -1; TAAR1 ag: 1; CHRM1 agonist: -3; CHO-K1 Ca PAM: 17; TAAR1 antagonist: 8

Results for O=S(=O)(NN=C1CCCCCC1)c1ccc(Cl)cc1 ?
CHO parental Ca: -4; CHO-K1 Ca ag: 1.2; OXTR potentiator: -8; CHRM1 antagonist: -3; CHO-K1 Ca antag: -15; TAAR1 ag: 0; CHRM1 agonist: -3; CHO-K1 Ca PAM: 18; TAAR1 antagonist: -4

What do the screens show for `CCC(=O)Nc1ccc(Cl)c(NC(=S)NC(=O)c2ccco2)c1`?
CHO parental Ca: -13; CHO-K1 Ca ag: 4.0; OXTR potentiator: 0; CHRM1 antagonist: 0; CHO-K1 Ca antag: -8; TAAR1 ag: 11; CHRM1 agonist: -2; CHO-K1 Ca PAM: 16; TAAR1 antagonist: -2

How did COC(=O)Cn1cnc2c(nnn2-c2ccc(F)cc2)c1=O do in these assays?
CHO parental Ca: -1; CHO-K1 Ca ag: 0.7; OXTR potentiator: -7; CHRM1 antagonist: -22; CHO-K1 Ca antag: -11; TAAR1 ag: 2; CHRM1 agonist: 0; CHO-K1 Ca PAM: 24; TAAR1 antagonist: -13
